PI4K2A inh: qHTS for small molecular inhibitors of PI4K2A | Phosphatidylinositol 4-kinase type 2-alpha (Homo sapiens), Q9BTU6 | purified PI4K2A, ADP-Glo luminescence, 1 h; stronger effect = lower value | activity change, negative = inhibition, % at 76.9 µM | 0.13% of 420,000 active; in the data active = activity change below about -50%; inconclusive = mostly about -30% to -49%;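 note: -100% = wells without enzyme as full effect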
Target sequence (Q9BTU6 whole entry, looked up): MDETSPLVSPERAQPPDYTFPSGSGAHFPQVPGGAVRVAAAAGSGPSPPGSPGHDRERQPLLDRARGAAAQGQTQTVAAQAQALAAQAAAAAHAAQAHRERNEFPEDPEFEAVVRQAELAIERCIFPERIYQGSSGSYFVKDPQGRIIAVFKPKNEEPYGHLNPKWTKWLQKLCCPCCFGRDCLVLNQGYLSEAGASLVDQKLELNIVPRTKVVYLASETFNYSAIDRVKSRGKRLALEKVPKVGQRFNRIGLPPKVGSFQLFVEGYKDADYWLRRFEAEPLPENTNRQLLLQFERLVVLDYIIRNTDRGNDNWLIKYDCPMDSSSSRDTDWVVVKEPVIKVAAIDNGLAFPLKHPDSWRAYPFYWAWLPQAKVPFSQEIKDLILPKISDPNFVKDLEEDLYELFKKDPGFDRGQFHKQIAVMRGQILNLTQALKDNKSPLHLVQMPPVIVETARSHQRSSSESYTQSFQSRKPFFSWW
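PI4K2A activity was measured by ADP-Glo luminescence: enzyme (4 ug/mL stock) and phosphatidylinositol (1.2 mM stock) in Tris pH 7.5/MgCl2/EGTA/Triton X-100 buffer were reacted with ATP (300 microM stock) for one hour at ambient temperature.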
D2 antag: HTS Assay for Allosteric Antagonists of the Human D2 Dopamine Receptor: Primary Screen for Antagonists; 2% of 340,000 active; HEK293 TREx D2 cells, calcium flux, dopamine EC80; inhibition, % at 10 µM; D(2) dopamine receptor (Homo sapiens), P14416; in the data active = inhibition above about 30%; note: 0% is about no effect
Target sequence (P14416 whole entry, looked up): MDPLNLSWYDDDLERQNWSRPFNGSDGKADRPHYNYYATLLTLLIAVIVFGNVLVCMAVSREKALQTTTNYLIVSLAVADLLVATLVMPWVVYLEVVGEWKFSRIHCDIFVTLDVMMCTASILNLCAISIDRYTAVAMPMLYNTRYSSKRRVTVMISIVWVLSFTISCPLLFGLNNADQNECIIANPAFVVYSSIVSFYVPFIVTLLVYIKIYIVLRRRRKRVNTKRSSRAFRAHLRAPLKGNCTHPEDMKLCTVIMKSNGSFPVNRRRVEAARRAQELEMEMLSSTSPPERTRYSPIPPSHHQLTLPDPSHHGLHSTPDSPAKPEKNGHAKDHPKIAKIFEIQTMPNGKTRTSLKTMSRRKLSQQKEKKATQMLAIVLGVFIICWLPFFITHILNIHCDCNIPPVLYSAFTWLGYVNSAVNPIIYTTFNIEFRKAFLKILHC
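Read-out: kinetic calcium fluorescence (1 cycle/s) in inducible HEK293 T-REx D2 cells after an EC80 dopamine addition that followed 180 s compound preincubation. Loss of the dopamine response indicates antagonism.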
TrxR1 substrate: qHTS Assay for Substrates of Mammalian Selenoprotein Thioredoxin Reductase 1 (TrxR1): qHTS; Thioredoxin reductase 1, cytoplasmic (Rattus norvegicus), O89049; purified TrxR1 substrate turnover, NADPH consumption readout; Potency, µM (highest dose often 114 µM), for the others: at the highest dose activity change, negative = substrate turnover; 0.01% of 390,000 active; note: potency is the fitted concentration of half-maximal effect; % is set by controls: 0 for no effect and ±100 for the full control effect; nearly all actives have a fitted effect of over 50% in size
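Rat TrxR1, dispensed at 90 nM, was prereduced with 400 uM NADPH (final) for 5 min at ~22 deg C, then incubated with compound 15 min before 400 uM selenite. A first-read NADPH fluorescence drop versus no-compound background flagged substrates.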
TrxR1 inh: qHTS Assay for Inhibitors of Mammalian Selenoprotein Thioredoxin Reductase 1 (TrxR1): qHTS | 1% of 390,000 active | Potency, µM (top dose mostly 114 µM), for inactives: top-dose activity change, negative = inhibition, actives largely listed as inhibitors | recombinant rTrxR1, NADPH fluorescence consumption, selenite substrate | AID 588453, 2011 | Thioredoxin reductase 1, cytoplasmic (Rattus norvegicus), O89049; note: potency is the fitted concentration of half-maximal effect; % is set by controls: 0 for no effect and ±100 for the full control effect; nearly all actives have a fitted effect of over 65% in size
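Rat TrxR1 (90 nM in the dispensed reagent) was pre-reduced with 400 uM NADPH for 5 min at room temperature, then incubated with compound for 15 min. After 400 uM selenite was added, NADPH fluorescence (Ex 340/Em 450 nm) was followed for 8 min.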
D2 ag: HTS Assay for Allosteric Agonists of the Human D2 Dopamine Receptor: Primary Screen for Agonists. D(2) dopamine receptor (Homo sapiens), P14416. HEK293 T-REx D2 cells, calcium flux agonist mode. activation, % at 2 µM. 0.53% of 340,000 active;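 active = activation over 3 SD above normal in the single-dose calcium agonist read, cut at about 30% in these data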; note: 0% is about no effect
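Agonism is scored from calcium flux in a force-coupled, inducible HEK293 cell line expressing D2, read kinetically for 180 s after compound addition against dopamine controls.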
TRHR agonist: qHTS for Small Molecule Agonists and Allosteric Enhancers of Human TRH Receptor: Primary Screen for Agonists; activation, % at 2 µM; 0.18% of 360,000 active; TRHR cells, calcium flux fluo-8, FDSS agonist mode; in the data active = activation above about 30%; note: 0% is about no effect
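TRHR-expressing cells, plated overnight in medium with 10% serum, were loaded with fluo-8 calcium dye at room temperature. After a 10 s baseline, library compound was pin-added and calcium release was recorded kinetically (ex 480/em 530) as agonist response.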
USP1-UAF1 inh: Inhibitors of USP1/UAF1: Primary Screen; Ubiquitin carboxyl-terminal hydrolase 1 (Homo sapiens), O94782; recombinant USP1/UAF1, Ub-Rhodamine cleavage fluorescence; Potency, µM (highest dose often 57.1 µM), without a hit: at the highest dose activity change, negative = inhibition, usual class: inhibitors; 0.23% of 390,000 active; AID 743255, 2014; note: potency is the fitted concentration of half-maximal effect; % is set by controls: 0 for no effect and ±100 for the full control effect; nearly all actives have a fitted effect of over 60% in size; inactives centre near -12
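In this screen, compounds sit with the deubiquitinase complex (1nM) for 15 min at room temperature before Ub-Rho is added at 150nM final. Fluorescence rise is then followed for 6 reads every 60 seconds.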
mIDH1 inhibitor: qHTS for Inhibitors of mutant isocitrate dehydrogenase 1 (IDH1): qHTS; IDH1-R132H enzyme, NADPH consumption, diaphorase/resazurin fluorescence; Potency, µM (titrated, usually from 76.6 µM), inactives show at the top dose activity change, negative = inhibition, actives largely listed as inhibitors; 0.093% of 390,000 active; note: potency is the fitted concentration of half-maximal effect; % is set by controls: 0 for no effect and ±100 for the full control effect; nearly all actives have a fitted effect of over 65% in size
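IDH1-R132H (0.5 ug/mL) preincubated 30 min with compound, then NADPH (0.016 mM) and alpha-KG (2 mM) added; 80 min at RT, pH 7.5. Remaining NADPH coupled via diaphorase/resazurin to fluorescence (540/590 nm); concentration-response curves normalized to no-enzyme control.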
TRHR PAM: qHTS for Small Molecule Agonists and Allosteric Enhancers of Human TRH Receptor: Primary Screen for Enhancers; TRHR cells, fluo-8 calcium fluorescence, EC20 TRH enhancement; enhancement, % at 2 µM; 0.66% of 360,000 active; Thyrotropin-releasing hormone receptor (Homo sapiens), P34981; in the data active = enhancement above about 30%; note: 0% is about no effect
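TRHR-expressing cells loaded with fluo-8 calcium dye were read kinetically (ex 480/em 530) during compound addition, then stimulated with an EC20 of TRH (10 nM final). Enhancement of the Gq-mediated intracellular calcium response was scored.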
Active calls of the source: *; ? = inconclusive; / = no result given; [ ] = remark or other dose. Unless noted, calls come from the whole dose curve; as a rule, active = well fitted inhibition curve with a large enough effect; inconclusive = small, poorly fitted or top-dose-only effect; inactive = no such curve, though single readings can be large or run the other way.

no. | canonical_smiles | PI4K2A inh | D2 antag | TrxR1 substrate | TrxR1 inh | D2 ag | TRHR agonist | USP1-UAF1 inh | mIDH1 inhibitor | TRHR PAM
1 | COc1ccc2c(c1)c1c(c(=O)n(Cc3ccccc3)c(=O)n1Cc1ccccc1)n2C | -3.6 | / | 17.7% | 1.9% | 0.3 | 0.0 | -27.2% | 0.9% | 2.5
2 | Cc1ccc(C(=O)N/C(=C\c2cn(S(=O)(=O)N(C)C)c3ccccc23)C(=O)N2CCCC2)cc1 | -0.3 | 12.6 | -8.2% | 5.5% | 0.4 | -0.1 | -27.8% | -11.4% | -8.6
3 | Cc1ccc(Cl)cc1NS(=O)(=O)c1cn(C)nc1C | -2.9 | 5.9 | 4.6% | 21.1% | 0.9 | -0.9 | -21.8% | -5.8% | -5.3
4 | C=CCNc1nc(=S)[nH]c2cc(OC)c(OC)cc12 | -7.6 | 9.4 | 6.5% | -6.7% | 2.4 | 0.4 | -6.9% | 0.0% | 0.5
5 | CC(=O)Nc1ccc(-c2csc(NC(=O)C3CC(=O)N(c4ccc5c(c4)OCCO5)C3)n2)cc1 (stereo unspecified) | -15.9 | 5.3 | -3.1% | 15.5% | 1.0 | 0.1 | -16.0% | -1.8% | 12.3
6 | Cc1cc(OCC(=O)Nc2cccc(S(=O)(=O)NC3=NCCCCC3)c2)ccc1Cl | -0.9 | -0.3 | 3.5%[57.1 µM] | 6.4%[57.1 µM] | -1.3 | -0.1 | -14.4% | -0.9% | 1.9
7 | Cc1ccc2[nH]c3c(c2c1)CNCC3 | -3.3 | 2.8 | -6.8%[11.4 µM] | -11.1%[11.4 µM] | 0.8 | 1.0 | -25.3% | -0.1% | 3.6
8 | CCC(=O)N(Cc1cc(=O)[nH]c2ccccc12)c1ccccc1C | 1.4 | 10.2 | 2.0% | 7.6% | 0.0 | -0.3 | -15.2% | -12.3% | -6.6
9 | CC(C)(C)C(=O)CSc1ccc(S(=O)(=O)N2CCN(Cc3ccccc3)CC2)cn1 | 9.4 | 5.4 | -3.3% | 15.4% | -0.2 | 0.7 | -12.3% | -8.9% | 27.0
10 | Cc1c(Cl)cccc1NC(=O)Cn1c(CCC(=O)O)ccc1-c1ccccc1 | -1.6 | 4.2 | 8.3% | 8.0% | 0.9 | 0.3 | -21.7% | 0.0% | -3.9
11 | CCc1ccc(-n2c(SCc3ccccc3Cl)nc3[nH]ncc3c2=O)cc1 | -1.0 | / | -12.8%[57.1 µM] | 1.4%[57.1 µM] | 1.2 | 1.1 | -17.8% | 0.3% | 10.1
12 | Cc1cc(Nc2cccc(Cl)c2C)n2ncnc2n1 | -2.4 | -0.7 | -1.4% | 20.2% | 0.1 | -0.9 | -4.1% | 0.5% | -0.5
13 | CC1(C(=O)O)CCC(C(=O)NCCc2ccccc2)C1(C)C (stereo unspecified) | -0.8 | 11.5 | -1.7% | 2.1% | -0.6 | 0.5 | -16.2% | 0.1% | 13.4
14 | COc1ccc(CCNC(=O)C2c3ccccc3C(=O)N2Cc2ccccc2)cc1OC (stereo unspecified) | -2.9 | / | 7.4%[57.1 µM] | 23.1%[57.1 µM] | 0.0 | 0.6 | ? | -15.0% | 3.2
15 | N#Cc1ccccc1S(=O)(=O)N1CCN(CC(=O)Nc2ccnn2C2CCCC2)CC1 | 5.5 | 1.3 | 1.5% | 0.3% | -0.3 | 0.3 | -20.8% | 3.9% | 0.5

Of the compounds above, these contain a COOH group.
no. | canonical_smiles | PI4K2A inh | D2 antag | TrxR1 substrate | TrxR1 inh | D2 ag | TRHR agonist | USP1-UAF1 inh | mIDH1 inhibitor | TRHR PAM
10 | Cc1c(Cl)cccc1NC(=O)Cn1c(CCC(=O)O)ccc1-c1ccccc1 | -1.6 | 4.2 | 8.3% | 8.0% | 0.9 | 0.3 | -21.7% | 0.0% | -3.9
13 | CC1(C(=O)O)CCC(C(=O)NCCc2ccccc2)C1(C)C (stereo unspecified) | -0.8 | 11.5 | -1.7% | 2.1% | -0.6 | 0.5 | -16.2% | 0.1% | 13.4

Entries of single compounds from above:
`Cc1ccc(Cl)cc1NS(=O)(=O)c1cn(C)nc1C` reads PI4K2A inh = -2.9; D2 antag = 5.9; TrxR1 substrate = 4.6%; TrxR1 inh = 21.1%; D2 ag = 0.9; TRHR agonist = -0.9; USP1-UAF1 inh = -21.8%; mIDH1 inhibitor = -5.8%; TRHR PAM = -5.3
`Cc1cc(Nc2cccc(Cl)c2C)n2ncnc2n1` reads PI4K2A inh = -2.4; D2 antag = -0.7; TrxR1 substrate = -1.4%; TrxR1 inh = 20.2%; D2 ag = 0.1; TRHR agonist = -0.9; USP1-UAF1 inh = -4.1%; mIDH1 inhibitor = 0.5%; TRHR PAM = -0.5

Next records
no. | canonical_smiles | PI4K2A inh | D2 antag | TrxR1 substrate | TrxR1 inh | D2 ag | TRHR agonist | USP1-UAF1 inh | mIDH1 inhibitor | TRHR PAM
16 | COC(=O)NNC1=CC(=O)CC(C)(C)C1 | -0.4 | 0.2 | 1.9% | 1.0% | 0.0 | 0.5 | -20.3% | -2.9% | -7.2
17 | CC(C)c1ccc(C(=O)N/N=C/c2cccc(Cl)c2Cl)cc1 | -4.6 | -3.3 | -1.4% | 2.2% | 0.2 | -2.0 | -23.3% | -2.8% | 0.3
18 | Cc1nnc(SC(C)C(=O)Nc2ccc(S(=O)(=O)N3CCCCCC3)cc2)s1 (stereo unspecified) | 0.9 | -6.0 | -1.6%[57.1 µM] | -5.1%[57.1 µM] | -0.2 | 1.2 | -0.7% | 4.6% | -0.9
19 | Cc1ccc(OCC(=O)NC(=S)Nc2cccc(NC(=O)c3ccccc3)c2)cc1 | 2.3 | -12.0 | -19.0% | -20.7% | 0.3 | -0.3 | 2.4% | 4.0% | -0.1
20 | O=C(COC(=O)Cc1ccsc1)Nc1ccc(Br)cc1 | 4.3 | / | -4.3% | 10.8% | / | -0.8 | -11.8% | 2.7% | 2.2
21 | O=C(CCCc1cccs1)NCCc1c[nH]c2ccccc12 | -1.2 | -1.6 | 4.2% | 11.6% | -2.8 | -1.9 | -14.8% | 1.8% | -6.1

A different layout for 2 compounds above:
8: CCC(=O)N(Cc1cc(=O)[nH]c2ccccc12)c1ccccc1C
  PI4K2A inh = 1.4 | D2 antag = 10.2 | TrxR1 substrate = 2.0% | TrxR1 inh = 7.6% | D2 ag = 0.0 | TRHR agonist = -0.3 | USP1-UAF1 inh = -15.2% | mIDH1 inhibitor = -12.3% | TRHR PAM = -6.6
9: CC(C)(C)C(=O)CSc1ccc(S(=O)(=O)N2CCN(Cc3ccccc3)CC2)cn1
  PI4K2A inh = 9.4 | D2 antag = 5.4 | TrxR1 substrate = -3.3% | TrxR1 inh = 15.4% | D2 ag = -0.2 | TRHR agonist = 0.7 | USP1-UAF1 inh = -12.3% | mIDH1 inhibitor = -8.9% | TRHR PAM = 27.0
